D1 allo mod: allosterically modulates the human D1 dopamine receptor. B-score at 10 µM. P21728. AID 641. HEK293 D1, CRE-luciferase, dopamine EC30 potentiation; actives deviate in either direction. 58,000 compounds, 5.9% hits;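 active = luminescence count or its row- and column-corrected plate score outside the 99.7% band of the plate's sample wells, on either side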
5-HT1A blocker: 5-HT1a (human) receptor antagonism; inhibition, % at 10 µM; 62,000 compounds, 0.68% hits; CHO 5-HT1a Ga15 NFAT-bla reporter, antagonist mode; P08908;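 active = inhibition above the mean of all tested compounds plus 3 SD, cut at about 43% in these data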;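 also: receptor stimulated by 5-CT agonist at 100 nM near EC80; beta-lactamase reporter measured by ratiometric fluorescence of a cleavable substrate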
HEK293 NFkB inh: lowers PMA/ionomycin-induced NF-kB signal in HEK293 cells. HEK-293 NF-kB luciferase reporter, luminescence. AID 465. inhibition, % at 3 µM. 62,000 compounds, 0.21% hits;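 active = inhibition above the mean of all tested compounds plus 3 SD, cut at about 40% in these data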;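 also: 0% = stimulated DMSO wells and 100% = 10 µM reference inhibitor 5653914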
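Signal: luciferase luminescence; Material: HEK-293 cells with stable firefly luciferase reporter driven by four HIV NF-kB elements; Probe or stimulus: PMA with ionomycin; Replication: tested once; Times: 1 h compound pretreatment, then 16 h stimulation at 37 °C, 5% CO2; Benchmarks: DMSO and 10 µM reference inhibitor; Evaluation: per-plate % inhibition versus controls.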
HTR1E agonist: 5-HT1E (human) receptor agonism. 65,000 compounds, 0.69% hits. activation, % at 6 µM. CHO 5-HT1E Ga15 NFAT-bla reporter, FRET; 0% DMSO wells, 100% control agonist wells;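 active = activation above a set limit, the screen-wide mean activation plus 3 SD, cut at about 8.5% in these data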;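 also: 100% = positive control agonist at 1 µM giving full maximal response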
S1P1 ag pot: agonists and agonism potentiators of human S1P1 receptor | S1P1 CRE-bla cells, forskolin, beta-lactamase FRET, potentiator mode; S1P1 agonist co-added at EC20, 2 nM; 100% = saturating reference agonist, 0% = basal | AID 449 | P21453 | activation, % at 9.5 µM | 56,000 compounds, 0.57% hits;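 active = activation above a cutoff set at the mean activation of all tested compounds plus 3 SD, cut at about 54% in these data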;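 also: forskolin at 4 µM as EC80 and the EC20 agonist is SEW2871; 100% = SEW2871 at its EC100 plus forskolin at EC80; some compounds past the cut are filed as inactive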
Target sequence (P21453 whole entry, looked up): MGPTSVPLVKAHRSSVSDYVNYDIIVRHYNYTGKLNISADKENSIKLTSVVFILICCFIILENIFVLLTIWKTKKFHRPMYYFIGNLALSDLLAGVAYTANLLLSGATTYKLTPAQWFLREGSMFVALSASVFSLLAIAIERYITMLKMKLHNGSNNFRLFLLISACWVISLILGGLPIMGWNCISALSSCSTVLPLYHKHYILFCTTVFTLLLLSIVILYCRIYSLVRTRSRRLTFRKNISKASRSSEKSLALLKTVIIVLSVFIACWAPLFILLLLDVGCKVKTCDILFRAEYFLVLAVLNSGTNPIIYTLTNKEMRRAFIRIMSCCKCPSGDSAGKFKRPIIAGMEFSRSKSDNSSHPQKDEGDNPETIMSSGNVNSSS
HTR1E antagonist: blocks the human 5-HT1E serotonin receptor; P28566; CHO 5-HT1E Ga15 NFAT-bla reporter, FRET, antagonist; inhibition, % at 6 µM; 65,000 compounds, 0.99% hits; AID 571;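 active = inhibition above a set limit, the mean inhibition across every tested compound plus 3 SD, cut at about 29% in these data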;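 also: signal is the 460 over 535 nm emission ratio of beta-lactamase substrate; 0% = agonist plus DMSO wells and 100% = wells without agonist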
Jurkat tox 60K: cytotoxic compounds reducing Jurkat cell viability | inhibition, % at 4 µM | 56,000 compounds, 1.2% hits | Jurkat E6.1 viability, ATP luminescence, 48 h;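 active = inhibition above the mean inhibition of all tested compounds plus 3 SD, cut at about 28% in these data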
S1P3 ag: agonists of human S1P3 receptor; AID 373; 60,000 compounds, 0.1% hits; S1P3 NFAT-BLA reporter cells, agonism, FRET ratio; relative to 1 µM S1P, basal subtracted; activation, % at 4.5 µM;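 active = activation above the screen-wide mean plus 3 SD, cut at about 4.5% in these data, passing the limit was not always enough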; also: some compounds called inactive have numbers as strong as hits
Target sequence (Q99500 whole entry, looked up): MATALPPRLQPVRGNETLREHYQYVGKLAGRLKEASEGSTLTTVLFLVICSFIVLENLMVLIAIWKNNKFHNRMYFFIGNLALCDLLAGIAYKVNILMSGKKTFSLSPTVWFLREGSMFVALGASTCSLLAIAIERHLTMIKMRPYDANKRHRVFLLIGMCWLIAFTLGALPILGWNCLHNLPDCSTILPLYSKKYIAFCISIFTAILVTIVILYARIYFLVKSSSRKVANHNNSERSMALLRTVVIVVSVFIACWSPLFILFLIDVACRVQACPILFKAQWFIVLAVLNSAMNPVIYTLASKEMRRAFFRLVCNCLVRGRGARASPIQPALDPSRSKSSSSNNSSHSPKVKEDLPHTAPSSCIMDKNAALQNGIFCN
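Material: Human S1P3 NFAT-BLA reporter CHO cells | Incubation: Overnight plating, 4 h compound 37 °C, 2 h substrate RT | Signal: FRET β-lactamase substrate fluorescence, excitation 405 nm, 460/535 nm emission ratio, background-subtracted | Compound: 4.5 µM final, single dose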
HTR1A agonist: 5-HT1a (human) receptor agonism | 65,000 compounds, 0.56% hits | P08908 | activation, % at 10 µM | CHO 5-HT1a Ga15 NFAT-bla reporter, FRET ratio; 0% basal, 100% maximal reference agonist;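 active = activation above the screen-wide mean activation plus 3 SD, cut at about 19% in these data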;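 also: 0% = DMSO wells and 100% = 5-CT at EC100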
An asterisk follows results filed as active; . = no result given.

SMILES	D1 allo mod	5-HT1A blocker	HEK293 NFkB inh	HTR1E agonist	S1P1 ag pot	HTR1E antagonist	Jurkat tox 60K	S1P3 ag	HTR1A agonist
Cc1c(N2C(=O)c3ccccc3C2=O)c(=O)n(-c2ccccc2)n1C	0.093	10	21	-0.3	11	1	1	-2.2	-0.7
CCOC(=O)c1c(N)sc2c1CCCC2	5.2*	4	10	1.1	-7	-8	-6	-0.5	-1.6
CCCOc1cccc(C(=O)Nc2cccnc2)c1	-0.11	17	12	0.2	.	7	-3	-1.3	-0.7
O=C(C1CCN(S(=O)(=O)N2CCOCC2)CC1)N1CCN(Cc2ccc3c(c2)OCO3)CC1	-1.5	4	12	-0.4	-10	-2	10	-0.8	0.8
Cc1cccc(NC(=O)c2c(C)cc(=O)oc2C)n1	.	.	.	0.3	-11	-7	.	-2.0	-0.5
Cc1ccc(CNC(=O)c2oc3ccc(S(=O)(=O)N4CCC5(CC4)OCCO5)cc3c2C)cc1	.	13	34	0.0	.	8	.	.	2.3
CCOP(=O)(c1ccccc1)c1nc(-c2ccc(F)cc2)oc1N1CCCCC1 (stereo not drawn)	.	.	.	0.5	-8	-16	.	-2.7	0.6
O=C1CSC2=NCN(c3ccc4c(c3)OCO4)CN12	-0.088	1	11	-0.1	-25	-1	-7	-0.8	-3.1
O=CN1CCN(C(C(=O)NC2CCCC2)c2ccc(Cl)cc2)CC1 (stereo not drawn)	0.73	6	10	-0.8	.	5	.	.	0.7
Cc1nn(C)c(C)c1NS(=O)(=O)c1ccccc1	1.6	-10	7	-0.2	-24	6	1	-0.3	-0.9
CCC(=O)Nc1cccc(NC(=O)CSc2nnc(C3CC3)n2C)c1	0.14	-20	16	0.2	-12	5	0	-0.7	-3.5
CCOc1ccc(NCC(=O)Nc2ccc(C)cc2C)cc1	-0.08	-3	12	0.7	8	8	-2	-0.2	0.5
COc1ccc(NC(=O)C2CCCN(S(=O)(=O)c3cnc[nH]3)C2)cc1 (stereo not drawn)	-0.0089	-3	3	0.5	-23	-11	-4	0.0	-1.4
O=C(NCCN1CCOCC1)C1CCC(=O)N1Cc1ccccc1Cl (stereo not drawn)	0.32	2	9	0.2	-46	-2	3	-1.0	-1.1
CC(C)C(C(=O)Nc1ccc(N2CCOCC2)cc1)N1C(=O)c2ccccc2C1=O (stereo not drawn)	-0.51	-14	2	0.1	-20	-8	-5	-1.2	1.7
CC(C)CNS(=O)(=O)c1ccc(CCC(=O)N2CCN(Cc3ccccc3)CC2)cc1	0.067	-10	7	0.2	.	2	.	.	0.1
CC(=O)c1c(C)[nH]c(C(=O)NCCc2ccccc2)c1C	-3.5*	-4	-23	0.6	0	-5	6	-1.4	5.9
Fc1ccc(Cn2nnnc2CN2CCc3ccccc3C2)cc1	1.3	16	6	0.0	5	3	-3	-1.1	0.1
Cc1[nH]c(=O)[nH]c(=O)c1S(=O)(=O)N(C)Cc1ccccc1	0.23	-1	16	0.2	-12	-9	-10	-0.3	-5.8
O=C(O)CCCC(=O)Nc1nc(-c2ccc(F)cc2)cs1	-0.96	-4	-5	1.1	-3	-4	-9	0.7	-1.1
O=C(Oc1ccc2ccc(OC(=O)N3CCOCC3)cc2c1)N1CCOCC1	0.16	-6	-9	0.3	2	6	-3	0.1	1.5
Cc1cc(N2CCC(C(=O)N3CCN(c4cccc(C)c4C)CC3)CC2)n2ncnc2n1	-0.63	9	2	0.2	17	-5	15	-0.1	0.4
COc1cc2c(cc1NC(=O)CN1C(=O)NC3(CCc4ccccc43)C1=O)oc1ccccc12 (stereo not drawn)	.	45*	10	1.4	-8	-14	5	-0.9	-1.4
CCCOc1ccc(Cc2nn[nH]n2)cc1	-0.058	.	.	0.3	3	-9	.	-2.2	-0.7
Cc1cc(C)c2nc(NC3=NCN(CCN4CCOCC4)CN3)nc(C)c2c1	-0.12	-3	7	-0.2	-15	2	-5	-0.9	-1.8
CC1CN(c2oc(-c3ccco3)nc2S(=O)(=O)c2ccccc2)CC(C)O1 (stereo not drawn)	.	-12	22	0.0	-14	8	-8	-0.1	-2.0
CS(=O)(=O)N(CCc1ccccc1)CC(=O)Nc1ccc2c(c1)OCO2	-0.78	10	8	-0.9	12	5	-1	0.0	-0.1
Cn1c(OCc2cccnc2)nc2c1c(=O)n(Cc1ccc(Cl)cc1)c(=O)n2C	.	.	.	1.1	-3	-7	.	0.2	1.1
CCOC(=O)c1oc2ccc(S(=O)(=O)Nc3ccc4c(c3)n(C)c(=O)n4C)cc2c1C	2.4	-4	26	-0.5	.	10	44*	-1.3	1.1
Cn1c(C(=O)N2CCN(Cc3ccc4c(c3)OCO4)CC2)cc2sccc21	-0.27	14	-6	-1.0	8	-4	-4	0.8	-1.9
O=C(CSc1nnc(-c2cccs2)n1Cc1ccco1)Nc1ccc2c(c1)OCO2	0.56	21	5	-1.6	.	13	-1	-1.1	-1.1
CC(C)Sc1nc2c(cnn2-c2ccccc2)c(=O)[nH]1	15*	-1	13	0.7	-8	8	3	-1.0	-0.2
O=C(c1ccco1)N1CCN(c2nc(C3CC3)nc3sc4c(c23)CCCC4)CC1	6.9*	-6	11	2.6	12	6	6	-1.0	4.9
O=C(COC(=O)c1cnccn1)c1ccc(Br)cc1	-0.61	2	-3	-0.3	-16	-9	-3	0.5	-0.1
O=C(CSc1nnc(-c2ccco2)n1Cc1ccco1)N1CCOCC1	-0.32	-6	20	-0.5	8	-1	-6	-0.5	-0.1
Cc1ccc(S(=O)(=O)n2nc(-c3cccnc3)nc2N)cc1	1.9	2	5	-1.1	.	-4	-5	-0.3	0.3
CCCNS(=O)(=O)c1ccc(CCC(=O)N2CCCCC2)cc1	-0.36	0	22	0.7	.	-6	.	.	0.5
CCN1C(=O)C2(C(C(=O)c3ccc(C)o3)=C(O)C(=O)N2CCCN2CCOCC2)c2ccccc21 (stereo not drawn)	-0.56	9	4	0.3	-7	0	-2	-0.4	1.2
Nc1ccnc(C(F)(F)F)c1C(=O)c1ccccc1	-0.054	-12	9	-0.7	9	-7	-8	-0.1	0.8
COc1ccc(CN2C(=O)c3ccccc3C2C(=O)NCC2CCCO2)c(OC)c1 (stereo not drawn)	2	-3	16	-0.3	-2	-8	-4	0.8	-0.5
O=C(CC(c1ccccc1)c1cc(Br)ccc1O)NCCN1CCOCC1 (stereo not drawn)	-0.013	-12	12	0.3	.	1	-3	-1.0	-2.2
Cc1cccc(CCNS(=O)(=O)c2ccc3c(c2)oc(=O)n3C)c1	.	7	1	-0.8	7	8	8	-0.4	-3.0
CCCOC(=O)C1C2C=CC3(CN(c4ccc(Cl)c(F)c4)C(=O)C13)O2 (stereo not drawn)	.	23	13	0.0	30	12	4	-1.7	-3.0
CCCCOCCCNC1=NCCCCC1	0.018	-9	12	-0.2	-10	-18	0	0.2	-0.4
COC(=O)C1CCN(C(c2cccs2)c2sc3nc(C)nn3c2O)CC1 (stereo not drawn)	0.024	-20	16	0.1	-24	-14	-2	-0.2	-2.7
O=C(CN1CCC(n2nnc3cc(F)ccc32)CC1)Nc1ccccc1N1CCOCC1	-3.1*	3	9	0.2	1	14	6	0.0	2.8
CN(C)c1nc(Oc2ccc(=O)[nH]n2)nc(N2CCCCC2)n1	-0.52	-3	10	0.2	.	-6	.	.	-1.2
CC(C)NS(=O)(=O)c1ccc(OCC(=O)NCc2ccc3c(c2)OCO3)c(Cl)c1	0.33	-5	12	0.3	4	-13	5	-1.1	-0.4
Cn1c(=O)c2c(nc(N3CCN(Cc4ccccc4)CC3)n2CCSc2ncccn2)n(C)c1=O	-0.14	-11	7	1.2	-5	-2	9	0.6	-2.2
c1ccc(Cc2nnc3sc(Nc4ccccc4)nn23)cc1	-1.3	-21	7	1.1	-1	7	8	-1.0	-1.8
CCOC(=O)c1ccc(NS(=O)(=O)c2cccc3nsnc23)cc1	2.5	4	26	0.0	13	-4	3	-1.2	-1.4
O=C1C2C3C=CC(C3)C2C(=O)N1CNc1ccccc1 (stereo not drawn)	-2.6	-2	9	0.6	.	0	.	.	0.9
O=C(O)Cn1c(-c2cscn2)nc2ccccc21	-0.12	-12	1	1.4	15	-4	-5	1.2	-2.8
CC(=O)C1=C(C)Nc2ncnn2C1c1ccc(Cl)cc1 (stereo not drawn)	-0.88	-7	6	-0.7	.	6	-1	-0.4	-1.2
CC(C)NC(=O)CSc1nnc(-c2ccc(C(C)(C)C)cc2)n1C	-0.045	-6	7	0.6	-1	-1	4	0.5	0.5
Cc1cc(NC(=O)c2ccccc2-c2ccccc2C(=O)O)no1	.	-14	21	-0.7	.	-3	.	.	0.6
CCS(=O)(=O)N1CCC(C(=O)NCCC2=CCCCC2)CC1	-0.31	0	-2	0.8	-12	1	2	-0.9	-1.2
COc1ccccc1NC(=O)COc1ccc(CO)cc1Cl	1.4	8	7	-0.2	9	-6	3	-1.1	0.5
O=C(CSc1nnc(Cc2ccccc2)o1)NCc1ccco1	.	1	2	1.2	.	-4	.	.	-0.3
Cn1c(=O)[nH]c(=O)c2[nH]c(CN3CCN(C(=O)c4ccco4)CC3)nc21	0.51	3	8	0.1	-10	-7	5	-0.9	-3.1

3 compounds already listed, sorted by their value in D1 allo mod, smallest number first:
smiles | D1 allo mod
O=C1C2C3C=CC(C3)C2C(=O)N1CNc1ccccc1 (stereo not drawn) | -2.6
Cn1c(=O)[nH]c(=O)c2[nH]c(CN3CCN(C(=O)c4ccco4)CC3)nc21 | 0.51
CCOC(=O)c1ccc(NS(=O)(=O)c2cccc3nsnc23)cc1 | 2.5

Next records
SMILES	D1 allo mod	5-HT1A blocker	HEK293 NFkB inh	HTR1E agonist	S1P1 ag pot	HTR1E antagonist	Jurkat tox 60K	S1P3 ag	HTR1A agonist
O=C(C1CCN(S(=O)(=O)c2cccc3nsnc23)CC1)N1CCn2c1nc1ccccc12	1.3	-1	7	-0.1	0	14	4	-0.3	-0.2
Cc1cccc(NC(=O)COc2nsnc2N2CCOCC2)c1	.	13	1	0.2	4	7	0	-0.5	-0.4
Brc1cccc(/C=N\n2cnnc2)c1	-0.055	13	3	-1.4	14	10	5	-0.7	-1.0
C/C(O)=C\c1nc(=O)c2c(C)cc(C)nc2n1-c1ccccc1	0.55	-18	-7	0.1	3	-3	-3	3.5	-0.2
C=CCn1c(N)c(C(=O)NC2CCCCC2)sc1=S	1.7	-3	12	0.4	.	6	.	.	-0.4
CCOCCn1c(CCCO)nc2ccccc21	-0.14	-3	12	-0.9	14	3	-6	0.5	-0.5
CCOC(=O)c1ccc2nc3c(cc2c1)CCS3	0.083	-11	-6	0.1	.	-10	.	.	-0.3
Nc1nc2ccccc2n1CCN1CCCC1	-0.33	12	9	-0.1	-34	-11	-3	-0.3	-4.6
O=C(/C=C/Nc1cccc(O)c1)c1ccccc1	-8.7*	14	12	0.9	0	-9	0	-0.8	2.7
CN(C)CC(=O)c1ccc(-c2ccccc2)cc1	-0.1	-2	19	0.2	-16	8	5	-1.5	0.4

Source: PubChem BioAssay (several laboratories)

Rows are unselected. Share with any hit: about 8.3%.
